MEX-5 binding – C. elegans MEX-5 TCR-2 RNA binding activity. MEX-5/FITC-TCR2 RNA binding, fluorescence polarization; active compounds read low. activity score (negative = inhibition of binding), % at 10 µM. 300,000 compounds, 0.38% hits. Q9XUB2;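 active = inhibition past about -25% in most replicates, and total fluorescence under double the plate's negative control median, limit read from the data; inconclusive = replicates evenly split on the limit, or fluorescence at least double controls; inactive = too little inhibition in most replicates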;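 note: 0% = DMSO and -100% = 5 µM competing unlabeled TCR2 RNA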
GLD-1 TGE inh – GLD-1-TGE RNA interaction inhibition (C. elegans); Q17339; purified GLD-1 + fluorescein TGE RNA, fluorescence polarization; inhibition, % at 5.96 µM; 320,000 compounds, 0.44% hits;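 active = percent inhibition above a per-plate cutoff, the plate mean of test compounds plus 3 SD, cut at about 30% in these data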;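 note: 0% = DMSO wells with GLD-1 and probe and 100% = wells lacking GLD-1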
VLA-4 inh – inhibition in a human VLA-4 binding assay. P13612. VLA-4 expressing cells, ligand binding flow cytometry. inhibition, % (about 7 µM as worked out from the volumes in the protocol). 330,000 compounds, 0.2% hits. AID 2557; in the data active = inhibition above about 50%
Target sequence (P13612 whole entry, looked up): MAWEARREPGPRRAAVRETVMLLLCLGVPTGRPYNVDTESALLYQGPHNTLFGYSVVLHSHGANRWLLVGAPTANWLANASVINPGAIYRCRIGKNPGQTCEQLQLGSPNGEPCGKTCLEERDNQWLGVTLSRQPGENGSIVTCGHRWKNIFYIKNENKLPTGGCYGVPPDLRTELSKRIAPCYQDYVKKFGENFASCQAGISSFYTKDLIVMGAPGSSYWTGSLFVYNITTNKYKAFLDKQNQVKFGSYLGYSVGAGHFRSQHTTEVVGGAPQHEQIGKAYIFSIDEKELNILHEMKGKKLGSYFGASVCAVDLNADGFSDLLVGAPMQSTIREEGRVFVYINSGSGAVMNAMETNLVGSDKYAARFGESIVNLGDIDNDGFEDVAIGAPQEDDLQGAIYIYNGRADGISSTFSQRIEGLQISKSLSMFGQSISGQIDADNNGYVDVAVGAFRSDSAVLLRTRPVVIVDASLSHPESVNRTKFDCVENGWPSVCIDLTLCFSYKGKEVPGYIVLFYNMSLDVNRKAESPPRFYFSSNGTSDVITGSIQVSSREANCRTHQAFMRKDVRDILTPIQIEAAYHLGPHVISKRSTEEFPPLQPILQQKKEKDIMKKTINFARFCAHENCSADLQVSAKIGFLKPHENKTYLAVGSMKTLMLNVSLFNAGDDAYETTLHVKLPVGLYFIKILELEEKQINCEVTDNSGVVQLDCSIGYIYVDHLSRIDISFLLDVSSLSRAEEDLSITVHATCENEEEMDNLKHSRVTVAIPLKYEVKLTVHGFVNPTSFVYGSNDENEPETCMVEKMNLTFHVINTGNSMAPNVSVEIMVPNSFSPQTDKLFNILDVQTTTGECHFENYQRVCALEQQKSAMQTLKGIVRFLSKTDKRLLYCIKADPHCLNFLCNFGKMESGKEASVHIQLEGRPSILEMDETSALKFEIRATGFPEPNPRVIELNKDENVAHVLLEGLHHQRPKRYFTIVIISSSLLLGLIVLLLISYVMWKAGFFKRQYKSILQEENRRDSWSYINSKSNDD
Fam108B counter – counter-screen for RBBP9 inhibitors: inhibitors of mouse Fam108B | recombinant Fam108B, FP-Rh probe fluorescence polarization | 300,000 compounds, 0.33% hits | inhibition, % at 9.51 µM | AID 1947;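 active = inhibition above the screen mean inhibition plus 3 SD, computed separately per campaign, cut at about 18% in these data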;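 note: inhibitors lower polarization as less probe binds the enzyme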
Efflux pump inh – antifungal efflux pump inhibition, Nile Red retention; S. cerevisiae Candida pump triplex; inhibition, % at 10 µM; 330,000 compounds, 0.44% hits; AID 485275;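 active = plate passing quality check with inhibition over a set limit, or well fluorescence over plate mean plus 4 SD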;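 note: Nile Red retained in pooled yeast measured as flow cytometry median fluorescence; 0% = buffer negative control and 100% = Enniatin B positive control; higher means more Nile Red kept so more efflux inhibition; some compounds called inactive have numbers as strong as hits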
Bcl-xL primary – Bcl-xL (human) inhibition | Q07817 | GST-Bcl-xL / FITC-Bim BH3 peptide fluorescence polarization | inhibition, % at 10.9 µM | 320,000 compounds, 0.7% hits;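 active = inhibition above the mean of all tested compounds plus 3 SD, cutoff set per campaign, cut at about 30% in these data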;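 note: 0% = DMSO wells and 100% = unlabeled Bim-BH3 peptide competitor; inhibitors lower millipolarization by displacing the labeled peptide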
GRK2 aptamer HTS – human GRK2 inhibition via aptamer displacement; P25098; bead flow cytometry, FAM-aptamer displacement from GRK2; inhibition of aptamer binding, % at 10 µM; 330,000 compounds, 0.59% hits; AID 488847;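 active = inhibition of aptamer binding above 40%, roughly 3 SD of noise, on plates passing a quality check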;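 note: median bead fluorescence of bound FAM aptamer so fluorescent compounds give negative values; no value below 0 was filed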
PME-1 inh – PME-1 (human) inhibition. Q9Y570. recombinant PME-1, FP-Rh probe fluorescence polarization. inhibition, % at 5.9 µM. 320,000 compounds, 0.53% hits. AID 2130;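 active = inhibition above the campaign mean of all compounds plus 3 SD, cut at about 26% in these data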;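 note: competitive labeling of PME-1 active site by serine hydrolase directed probe; 0% = PME-1 with DMSO and 100% = wells lacking PME-1 enzyme; inhibitors block probe labeling so polarization falls and inhibition rises; many of its hits are not listed in these tables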
MCL1 BIM primary – MCL1-BIM-BH3 interaction inhibition (human); 320,000 compounds, 0.68% hits; AID 2057; GST-MCL1 / FITC-Bim-BH3 fluorescence polarization; Q07820; inhibition, % at 10.9 µM;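 active = inhibition above the mean inhibition of all tested compounds plus 3 SD, set per campaign, cut at about 40% in these data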;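 note: 0% = DMSO wells and 100% = unlabeled Bim-BH3 peptide control; higher means more loss of mP so more displacement of Bim peptide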
Active calls of the source: *; ? = inconclusive; · = no result given. A portion of the library; the hit share may differ from the screen's.

SMILES | MEX-5 binding | GLD-1 TGE inh | VLA-4 inh | Fam108B counter | Efflux pump inh | Bcl-xL primary | GRK2 aptamer HTS | PME-1 inh | MCL1 BIM primary
CCN1CCN(C(=O)CS(=O)Cc2nc(-c3cccc(C)c3)oc2C)CC1 (stereo not given) | -0.4 | -5 | 3 | 0 | 0.1 | 4 | 2 | -6 | 3
O=C(c1ccccc1F)N1CCN(c2ccc([N+](=O)[O-])cc2-n2cccc2)CC1 | -0.9 | 6 | -1 | 2 | 0.5 | 5 | 4 | 4 | 7
O=C(Nc1ccn(Cc2ccccc2)n1)c1cccc(Cn2cc([N+](=O)[O-])cn2)c1 | 0.6 | 5 | -9 | -2 | 0.7 | 2 | 0 | 3 | 8
COc1ccc2c(c1)cc(C(O)c1ccccn1)n2S(=O)(=O)c1ccccc1 (stereo not given) | -0.4 | -6 | 4 | 2 | 0.0 | 1 | 0 | 0 | -9
Cc1ccc(N/C(=C\C(=O)c2ccccc2)C(=O)O)cc1 | 2.1 | -3 | -2 | 0 | -0.4 | -4 | 1 | -5 | 5
Cc1cc([N+](=O)[O-])c(NCCCCCCO)c([N+](=O)[O-])c1 | 1.7 | -2 | -9 | -2 | 0.1 | -2 | 0 | 3 | -7
O=C1CN(C(=O)c2cc(F)cc(F)c2)c2ccccc2N1 | 2.4 | 4 | -25 | -2 | -0.1 | 6 | 3 | 5 | 4
CCCCn1c(=O)[nH]c(=O)c2c(C(=O)OCC)cc(-c3ccc(OC(F)F)cc3)nc21 | -1.2 | -1 | 2 | 1 | -0.1 | -2 | 4 | -4 | 0
C=CCn1c(=NC(=O)c2ccccc2[N+](=O)[O-])sc2cc(S(C)(=O)=O)ccc21 | -1.6 | -6 | 3 | -1 | -0.2 | 0 | 0 | -2 | 0
CCOC(=O)C1CCN(CC(=O)N2CCc3ccccc32)CC1 | -0.8 | -2 | 10 | 2 | 0.2 | 2 | 0 | 2 | 5
COc1ccc(NC(=O)c2c(C)noc2C(C)C)cc1S(=O)(=O)N1CCCCC1 | · | 3 | -4 | · | 0.0 | -10 | 0 | -10 | -18
Cc1sc2nc[nH]c(=O)c2c1-c1ccc(F)cc1 | 3.0 | -2 | -3 | -3 | 0.2 | -6 | 1 | -7 | -6
CC(=O)c1cnc(-c2ccccn2)s1 | 1.0 | 5 | 10 | -1 | 0.0 | 5 | 0 | 1 | 13
COc1cccc(NC(=O)CSc2nnc(Cc3ccc(C)cc3)c(=O)n2N)c1 | -3.5 | 5 | -18 | 0 | -0.2 | 2 | 1 | 7 | -1
COc1ccc(CCNC(=O)CS(=O)(=O)Cc2nc(-c3ccc(C)cc3)oc2C)cc1OC | 0.3 | -11 | 10 | -4 | 0.2 | -4 | 11 | 4 | -13
COc1cc(/C=C/C(=O)N2CCN(C)CC2)cc(S(=O)(=O)N2CCc3ccccc32)c1OC | 0.6 | 0 | 9 | -3 | -0.1 | 3 | 0 | -10 | -2
O=S(=O)(Nc1nc2cc3c(cc2nc1Cl)OCCO3)c1ccccc1 | 1.1 | 7 | -22 | -2 | -0.1 | 10 | 48* | -4 | 16
COc1ccc(S(=O)(=O)Nc2ccc3c(c2)CC(=O)N([C@H](C)CO)C[C@H](C)[C@H](CN(C)C(=O)Nc2ccc4c(c2)OCO4)O3)cc1 | · | -2 | 8 | · | -0.2 | · | 0 | · | ·
CSCC[C@H](NC(=O)C1CCC(CNC(=O)[C@@H]2CCCN2C(=O)OC(C)(C)C)CC1)C(=O)O (stereo not given in full) | 1.1 | · | -2 | · | -0.2 | · | 19 | · | ·
Cc1cccc2cc(CN(Cc3cccs3)Cc3nnnn3Cc3ccccc3)c(=O)[nH]c12 | 2.4 | -8 | 23 | -2 | -0.1 | 6 | 1 | 1 | 3
Cc1ccc(Cl)cc1N1CCN(C(=O)Cn2ccc3ccccc3c2=O)CC1 | -0.5 | 5 | -31 | 0 | -0.1 | 6 | 1 | 8 | 2
O=S(=O)(NC(=S)c1ccccc1)c1ccccc1 | -0.7 | 5 | -5 | 4 | 0.0 | 9 | 1 | 1 | 8
O=S(=O)(NCC(c1cccnc1)N1CCOCC1)c1ccccc1 (stereo not given) | -2.6 | 0 | -3 | -2 | -0.1 | 3 | 0 | -2 | 1
NC(=O)CCC1NC(=S)N(Cc2ccccc2)C1=O (stereo not given) | -0.9 | -10 | 19 | 0 | -0.3 | 3 | 0 | 3 | 5
CCOc1cc(/C=N/NC(=O)c2ccc(N(C)S(=O)(=O)c3ccccc3)cc2)ccc1OC | -1.5 | 9 | 5 | 0 | 0.2 | 2 | 0 | -10 | -3

Following part:
SMILES | MEX-5 binding | GLD-1 TGE inh | VLA-4 inh | Fam108B counter | Efflux pump inh | Bcl-xL primary | GRK2 aptamer HTS | PME-1 inh | MCL1 BIM primary
CC/C(=N\NC(=O)CSCc1ccc(Cl)cc1)c1ccc2c(c1)OCCO2 | 2.0 | -1 | -7 | 8 | 0.0 | 0 | 0 | -3 | -3
COc1ccc(CN(C)C(=O)c2cc(-c3ccc(C)cc3C)nc3ccccc23)c(OC)c1OC | 3.5 | -3 | 3 | 1 | 1.0 | 2 | 0 | 5 | -2
OC(C#CCCN1CCCCC1)(c1ccccc1)c1ccccc1 | -3.8 | 5 | 4 | 1 | 0.1 | 3 | 1 | -2 | 2
CCC(=O)N1CCc2cc(Br)cc(S(=O)(=O)N3CCC(C(=O)NC(C)(C)C)CC3)c21 | -0.5 | 3 | 6 | 2 | -0.1 | 7 | 2 | 1 | 1
c1ccc(-c2cc(-c3ccncc3)nc3ccc4ccccc4c23)cc1 | 2.3 | 8 | 11 | -3 | -0.2 | -3 | 0 | 3 | -5
Cc1c2cn[nH]c(=O)c2c(C)n1-c1ccccc1 | 0.2 | 0 | 13 | 1 | 0.0 | 3 | 5 | 1 | -4
COc1cc(C(=S)N2CCC(Cc3ccccc3)CC2)ccc1OCC(N)=O | 2.8 | 5 | 37 | 1 | 0.0 | 5 | 5 | 2 | 5
O=C(CN1C(=O)C2C3C=CC(C3)C2C1=O)Nc1ccc(S(=O)(=O)Nc2nccs2)cc1 (stereo not given) | 1.2 | 4 | 3 | -5 | -0.1 | 4 | 2 | -1 | 8
COc1cc(C(=O)OCC(=O)N2c3ccccc3NC(=O)C2(C)C)ccc1OCC(C)C | 3.2 | 8 | 3 | -1 | 0.0 | 4 | 2 | -11 | 3
Cc1ccc(NC(=O)CN(C)Cc2ccc(Cl)cc2)cc1 | -0.3 | 6 | 5 | 0 | -0.1 | -2 | 0 | 0 | -5
CCOc1ncccc1C(=O)OCC(=O)Nc1cccc(S(N)(=O)=O)c1 | -1.6 | 3 | 5 | 1 | -0.1 | 1 | 1 | -4 | -8
COc1ccccc1C(=O)N/C(=C\c1ccccc1)C(=O)NC(Cc1ccccc1)C(=O)O (stereo not given) | -2.3 | 1 | -14 | 3 | -0.3 | 9 | 0 | 1 | 9
Cc1sc2ncnc(OCC(=O)c3ccc(S(=O)(=O)N4CCCC4)cc3)c2c1C | -2.0 | -4 | 2 | 3 | 0.2 | 2 | 0 | 6 | 3
O=C(COC(=O)CSc1ccc2ccccc2c1Br)NC1CC1 | 1.1 | 7 | 6 | -2 | -0.1 | 1 | 0 | 3 | 4
CC(C)(C)c1cc(=O)n(-c2ccccc2)[nH]1 | · | 3 | -2 | 0 | -0.1 | 3 | 0 | 16 | -1
CN1C2CCC1/C(=C/c1cccn1C)C(=O)/C2=C\c1cccn1C | ? | -111 | -31 | -77 | 0.2 | -31 | 0 | -108 | -118
COc1ccc(N(CC(=O)Nc2cccc3ccccc23)S(C)(=O)=O)cc1 | 1.2 | -4 | 12 | -2 | 0.1 | 4 | 20 | 4 | -1
O=C(NCc1ccco1)[C@@H]1CSC2c3ccccc3C(=O)N21 (stereo not given in full) | 2.3 | 2 | 3 | 2 | -0.2 | 6 | 3 | 3 | 4
COc1cccc(C(=O)N(C)C(C)c2nc3ccccc3s2)c1 (stereo not given) | -0.9 | 10 | -3 | -2 | -0.1 | 5 | 0 | 12 | 2
Cc1cc(C)n(-c2nc3c(c(=O)[nH]c(=O)n3C)n2CC(O)COc2ccccc2C)n1 (stereo not given) | -1.7 | 1 | -1 | -2 | 0.0 | 3 | 4 | 5 | 2
CCOC(=O)c1cccc(C2=CC(=O)C[C@H](c3ccc(Cl)cc3)C2)c1 | · | -8 | 0 | · | 0.4 | 0 | 4 | 6 | -4
CCN(CC(=O)Nc1c(F)cccc1F)C(=O)c1cc(C)nc2ccccc12 | 1.7 | 8 | 0 | 3 | -0.1 | 6 | 2 | 6 | -4
O=C1c2oc3ccc(F)cc3c(=O)c2C(c2ccc(F)cc2)N1CCCN1CCOCC1 (stereo not given) | -0.6 | 7 | 16 | 0 | -0.3 | 2 | 2 | 0 | 5
Cc1ccc(S(=O)(=O)N2CCC(=O)N(CCOCc3ccccc3C)CC2)cc1 | -1.1 | -2 | 5 | -2 | 0.1 | 0 | 0 | 0 | 0
Cc1nn(C)c(C)c1S(=O)(=O)NCc1cccs1 | -0.4 | -6 | -3 | -1 | -0.1 | 7 | 1 | -2 | 7

The listing continues.
SMILES | MEX-5 binding | GLD-1 TGE inh | VLA-4 inh | Fam108B counter | Efflux pump inh | Bcl-xL primary | GRK2 aptamer HTS | PME-1 inh | MCL1 BIM primary
COc1ccc2cc3cc(C(=O)NCC4CCCO4)oc3nc2c1 (stereo not given) | 0.0 | 0 | 2 | 5 | -0.1 | 5 | 0 | -3 | -4
CCOc1cc(N2CCOCC2)c(OCC)cc1NC(=O)c1ccccc1C | -3.2 | 2 | 35 | -1 | -0.1 | -1 | 4 | -2 | -3
CCOC(=O)c1c(C)[nH]c(C(=O)COC(=O)CCC2CCCC2)c1C | -3.3 | 1 | 2 | -3 | -0.1 | 7 | 0 | 10 | 1
CC(NS(=O)(=O)c1cccc(Cl)c1)C(=O)N(C)C1CCN(C)CC1 (stereo not given) | 0.3 | 1 | 9 | -2 | -0.2 | -3 | 0 | 2 | 0
COc1ccc(CNC(=O)C(=O)NCC2CCCN2S(=O)(=O)c2cccs2)cc1 (stereo not given) | 1.0 | 4 | 4 | -2 | -0.1 | 1 | 0 | 3 | 7
COc1ccc(S(=O)(=O)N2CCN(Cc3cccc(Cl)c3)CC2)cc1 | 0.5 | -1 | 17 | 0 | -0.2 | 5 | 1 | -1 | 5
CC/C(=N\Nc1ccnc2cc(Cl)ccc12)c1ccc(O)cc1 | 0.3 | 6 | -12 | 8 | 0.0 | 7 | 1 | 25 | 5
COc1ccccc1N(CC(=O)NC(C)(C)C)C(=O)Cn1nnc(-c2ccc(C)o2)n1 | 3.2 | 0 | 7 | 6 | -0.1 | 2 | 0 | -3 | 1
CC1CN(c2ccc(S(=O)(=O)N3CCOCC3)cn2)CC(C)O1 (stereo not given) | 0.7 | 2 | 1 | -1 | 0.0 | 2 | 0 | 1 | 2
NCCOc1cnn(-c2ccccc2Cl)c(=O)c1Cl | -0.3 | 0 | 6 | 1 | 0.1 | 5 | 0 | -2 | 5
COc1ccccc1C1(CC(=O)N2CCOCC2)CCOC(C(C)C)C1 (stereo not given) | 2.3 | -4 | 4 | -2 | 0.1 | 1 | 2 | 7 | -4

Bioassay records: PubChem BioAssay, several laboratories
